IDH1 R132H inh = inhibitors of human mutant IDH1 R132H | IDH1-R132H enzyme, NADPH consumption, diaphorase/resazurin fluorescence | O75874 | 0.093% of 390,000 active | Potency, µM (series often up to 76.6 µM), for inactives: top-dose activity change, negative = inhibition, actives largely listed as inhibitors | AID 602179; note: potency is the fitted concentration of half-maximal effect; % is set by controls: 0 for no effect and ±100 for the full control effect; nearly all actives have a fitted effect of over 65% in size
Target sequence (O75874 whole entry R132H, stated change not applied): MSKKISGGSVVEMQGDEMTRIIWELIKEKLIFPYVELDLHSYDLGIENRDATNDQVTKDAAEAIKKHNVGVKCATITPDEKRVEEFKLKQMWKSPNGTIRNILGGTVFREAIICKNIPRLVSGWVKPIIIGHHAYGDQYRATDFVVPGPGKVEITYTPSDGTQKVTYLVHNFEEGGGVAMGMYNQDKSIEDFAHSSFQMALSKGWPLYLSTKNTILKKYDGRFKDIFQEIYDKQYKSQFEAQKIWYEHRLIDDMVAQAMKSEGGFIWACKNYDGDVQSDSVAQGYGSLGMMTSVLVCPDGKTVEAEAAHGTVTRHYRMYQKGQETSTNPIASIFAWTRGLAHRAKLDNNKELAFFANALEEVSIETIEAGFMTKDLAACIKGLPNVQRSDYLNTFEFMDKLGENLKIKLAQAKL
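IDH1-R132H (0.5 ug/mL dispensed) in pH 7.5 Tris buffer was preincubated 30 min with compound, then given a substrate mix of 0.016 mM NADPH and 2 mM alpha-KG for 80 min at room temperature; remaining NADPH was read by diaphorase/resazurin fluorescence.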
USP1 inh = blocks the human USP1/UAF1 deubiquitinase complex; O94782; recombinant USP1/UAF1, Ub-Rhodamine cleavage fluorescence; Potency, µM (highest dose often 57.1 µM), without a hit: at the highest dose activity change, negative = inhibition, most hits filed as inhibitors; 0.23% of 390,000 active; note: potency is the fitted concentration of half-maximal effect; % is set by controls: 0 for no effect and ±100 for the full control effect; nearly all actives have a fitted effect of over 60% in size; inactives centre near -12
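In this screen, compounds sit with the deubiquitinase complex (1nM) for 15 min at room temperature before Ub-Rho is added at 150nM final. Fluorescence rise is then followed for 6 reads every 60 seconds.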
Vif-A3G inh = inhibitors of Vif-APOBEC3G interaction | Q9HC16 | 0.076% of 410,000 active | HeLa A3G-eYFP + Vif (tagged APOBEC3G with the HIV-1 protein that degrades it), YFP fluorescence, overnight | Potency, µM (series often up to 46.1 µM), inactives show at the top dose activity, negative = active, most hits filed as inhibitors;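 note: potency is the fitted concentration of half-maximal effect; % is set by controls: 0 for no effect and ±100 for the full control effect; nearly all actives have a fitted effect of over 60% in size; hits raise eYFP signal because A3G escapes Vif-driven loss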
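Read-out is eYFP fluorescence (Ex 488/Em 500-530) from Vif-expressing HeLa A3G-eYFP cells; more signal means A3G escaped Vif-mediated degradation. Cells plated overnight, compound pinned in, incubated overnight at 37 deg C.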
Glioma ERSR ind = ER stress response induction in glioma; U87-MG GRP78 promoter luciferase reporter, 16 h; Potency, µM, for the others: at the top dose activation, actives largely listed as activators; 0.02% of 420,000 active; AID 602332; note: potency is the fitted concentration of half-maximal effect; series mostly up to about 76 µM; % of control where 0% means no effect; nearly all actives have a fitted effect of over 35% in size
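ERSR induction read as luciferase luminescence (Bright-Glo, 10 min at room temperature) in stably transfected human U87-MG glioma cells exposed to compounds for 16 h, using GRP78 as sensor.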
Vif-APOBEC3F blk = Vif-A3F binding inhibition; HeLa A3F-eYFP + Vif (tagged APOBEC3F with the HIV-1 protein that degrades it), YFP fluorescence increase; Potency, µM (doses to about 46.1 µM), for inactives: at the highest dose activity, negative = active; 0.2% of 390,000 active; note: potency is the fitted concentration of half-maximal effect; % of control where 0% means no effect; nearly all actives have a fitted effect of over 65% in size
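HeLa cells stably expressing Vif plus C-terminally eYFP-tagged A3F were seeded, incubated overnight at 37 deg C, dosed with compound, incubated overnight again at 37 deg C. Yellow fluorescence (Ex 488/Em 500-530) reported blocked Vif-mediated A3F-eYFP degradation.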
RXFP1 agonist = activates the human relaxin receptor RXFP1; Q9HBX9; HEK293T-RXFP1 cAMP TR-FRET, 30 min; response scale: percent of porcine relaxin response, buffer zero; Potency, µM (doses to about 57.5 µM), for inactives: top-dose activation, most hits filed as activators; 0.3% of 370,000 active; note: potency is the fitted concentration of half-maximal effect; % is set by controls: 0 for no effect and ±100 for the full control effect; nearly all actives have a fitted effect of over 60% in size; many of its hits are not listed in these tables
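cAMP rise read by TR-FRET after 30 min, 37C compound exposure (up to 58 uM) in RXFP1-transfected HEK293 cells with Ro 20174 present. EC50 from Hill-equation fits, with 29 nM porcine relaxin as 100% and buffer as basal.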
PI4K2A inh = PI4K2A (human) kinase inhibition. AID 1346378. 0.13% of 420,000 active. purified PI4K2A, ADP-Glo luminescence, 1 h; stronger effect = lower value. activity change, negative = inhibition, % at 76.9 µM; in the data active = activity change below about -50%; inconclusive = mostly about -30% to -49%;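 note: -100% = wells without enzyme as full effect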
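ADP-Glo luminescence measured ADP generated by PI4K2A enzyme (4 ug/mL before mixing) with 1.2 mM PI substrate (pre-mix) and 300 microM ATP (pre-mix). Tris pH7.5 buffer with MgCl2, Triton X-100; 1 h reaction at ambient temperature.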
LDHA inh = LDHA (human) enzyme inhibition | P00338 | purified LDHA, NADH/diaphorase-resazurin fluorescence; stronger effect = lower value | activity change, % (values are at about 110 or 230 µM) | 0.15% of 480,000 active; in the data active = activity change below about -30%; inconclusive = mostly about -25% to -30%;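 note: plate controls were DMSO wells for no effect and wells without enzyme for full effect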
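Human LDH5 (2 nM) was incubated with 0.06 mM NADH and 0.2 mM pyruvate for 5 min at room temperature in Tris pH 7.4. Remaining NADH was coupled through diaphorase/resazurin, and resorufin fluorescence was read at 0 and 20 min.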
TrxR1 substrate = rat thioredoxin reductase 1 substrate activity. O89049. purified TrxR1 substrate turnover, NADPH consumption readout. Potency, µM (top dose mostly 114 µM), for the others: at the highest dose activity change, negative = substrate turnover. 0.01% of 390,000 active; note: potency is the fitted concentration of half-maximal effect; % is set by controls: 0 for no effect and ±100 for the full control effect; nearly all actives have a fitted effect of over 50% in size
Target sequence (O89049 whole entry, looked up): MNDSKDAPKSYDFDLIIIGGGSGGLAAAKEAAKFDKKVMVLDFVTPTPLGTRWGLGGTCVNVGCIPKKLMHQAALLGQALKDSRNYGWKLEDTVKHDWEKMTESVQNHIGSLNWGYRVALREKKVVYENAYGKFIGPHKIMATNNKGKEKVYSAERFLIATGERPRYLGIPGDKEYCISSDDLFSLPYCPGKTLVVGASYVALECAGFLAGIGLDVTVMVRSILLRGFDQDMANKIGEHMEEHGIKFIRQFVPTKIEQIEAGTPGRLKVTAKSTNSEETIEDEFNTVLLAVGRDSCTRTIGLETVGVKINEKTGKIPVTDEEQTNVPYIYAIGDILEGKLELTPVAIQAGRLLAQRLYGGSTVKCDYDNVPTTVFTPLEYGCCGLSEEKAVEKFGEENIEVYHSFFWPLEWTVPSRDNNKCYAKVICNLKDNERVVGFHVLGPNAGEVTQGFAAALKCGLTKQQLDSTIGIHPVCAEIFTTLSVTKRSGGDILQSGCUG
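Rat TrxR1, dispensed at 90 nM, was prereduced with 400 uM NADPH (final) for 5 min at ~22 deg C, then incubated with compound 15 min before 400 uM selenite. A first-read NADPH fluorescence drop versus no-compound background flagged substrates.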
The depositor's hits bear a star; ? = inconclusive; / = not tested or not shown; & = joins results of further samples; [ ] = dose if it differs, or a comment. Unless noted, calls come from the whole dose curve; as a rule, active = well fitted curve in the direction sought with a large enough effect; inconclusive = small, poorly fitted or top-dose-only effect, or another doubt; inactive = no such curve, though single readings can be large; an effect the other way counts as inactive or inconclusive.

SMILES	IDH1 R132H inh	USP1 inh	Vif-A3G inh	Glioma ERSR ind	Vif-APOBEC3F blk	RXFP1 agonist	PI4K2A inh	LDHA inh	TrxR1 substrate
CCC(C)NC(=O)CSc1nc(-c2ccc(F)cc2)cc(C(F)(F)F)n1 (configuration not stated)	-8%	-23%	0%	2%	-7%	?	0	-3	7%
CCOC(=O)Nc1ccc2c(c1)N(C(=O)CNC)c1ccccc1CC2	7%	-24%	8%	-1%	-1%	-0.3%	-5	2	7%
COc1ccc(NC(=O)C2CCCN(S(=O)(=O)c3ccc(F)cc3)C2)cc1 (configuration not stated)	20%	-20%	3%	-3%	-1%	2.3%	2	-20	0%
CSc1cccc(NC(=O)c2c(Cl)cnn2C)c1	3%	0%	3%	-1%	-13%	1.1%	-1	1	6%
Cc1ccc(CNC(=O)N2CCN(S(=O)(=O)c3ccccc3)CC2)cc1	3%	-18%	2%	-4%	0%	-1.3%	-1	-8	12%[57.1 µM]
COC(=O)c1ccc(Oc2nc3c(c(=O)n(C)c(=O)n3C)n2CCC(C)C)cc1	8%	-12%	0%	0%	-3%	-0.4%	8	-2	-4%
Cc1ccsc1C(=O)N/N=C/C=C/c1ccccc1[N+](=O)[O-]	10%	-13%	1%	-2%	-8%	0.0%	6	3	-9%
CCOC(=O)c1ccc(NC(=O)CSc2nnc(COc3ccccc3)n2C)cc1	4%	-18%	-5%	-5%	-1%	-0.8%	2	-5	9%[57.1 µM]
COc1cccc(Nc2nc3ccc(C(=O)c4ccccc4)cc3n3cnnc23)c1	-5%	5%	-2%	-3%	8%	4.3%	-9	-4	1%
COCCCNC(=O)c1oc2c(c1C)-c1nn(Cc3ccccc3Cl)cc1CC2	0%	-22%	?	-3%	-4%	5.3%	-6	27	-2%
Cc1cc(Cl)ccc1OCC(=O)NNC(=O)c1ccco1	9%	-12%	1%	8%	2%	-2.5%	-1	-3	-2%
Cc1cc(C)nc(N/C=C(\C#N)C(=O)c2cccc(CSc3ccccc3)c2)n1	/	/	-5%	11%	/	/	/	-5	-4%
O=C(C(=O)N1CCCCCC1)c1c[nH]c2ccccc12	9%	-24%	0%	-2%	-2%	0.5%	10	-6	5%[57.1 µM]
COc1ccc(N2CCN(c3ncccc3-c3nc(-c4ccccc4C)no3)CC2)cc1	5%	-27%	4%	-2%	0%	-1.4%	14	2	-13%
COc1ccc(Cc2nc3ccc(C(=O)NCCc4cccc(C)n4)cc3o2)cc1	3%	-19%	2%	-2%	6%	0.8%	5	0	14%
COc1ccc(-c2cc(NC(C)=O)c3ncc(-c4cc(OC)c(OC)c(OC)c4)n3c2)cn1	/	/	?	6%	/	/	-5	3	/
CCOc1ccc(NC(=O)c2c(NC(=O)Cc3ccccc3)sc3c2CCCC3)cc1	9%	?	2%	-1%	-5%	-1.3%	-1	-3	-3%
N#CCSc1nnc(-c2ccccc2O)n1Cc1ccccc1	4%	-23%	-4%	-6%	-4%	-1.3%	-1	-3	6%
CCn1c(SCC(=O)c2cc(C)n(C)c2C)nnc1-c1ccccc1	5%	-17%	-12%	-2%	-2%	0.7%	-3	4	9%[57.1 µM]
S=c1[nH]nc(Cn2cnc3ccccc32)n1-c1ccccc1Cl	9%	-25%	-5%	-2%	0%	-2.4%	-3	-1	7%
O=C(NC1=NCCS1)c1ccc(Cl)c(Cl)c1	4%	-26%	-10%	-2%	-18%	-0.1%	7	-3	6%
COc1cccc(C(C(=O)NC2CCCC2)N(C(=O)c2ccco2)c2ccccc2F)c1OC (configuration not stated)	1%	8%	-4%	-3%	6%	-0.5%	-2	-16	0%
CCC(=O)N(CCCN(C)C)c1nc(-c2cc(OC)ccc2OC)cs1	9%	-8%	3%	1%	-2%	-0.2%	-3	-10	-2%
CCc1ccccc1NC(=O)Nc1c(C)n(C)n(-c2ccccc2)c1=O	9%&-4%	6%&6%	1%&1%	-5%&-5%	-4%&0%	-0.5%&2.8%	4&3	-9&-5	-10%&2%
C[C@@H]1CN([C@H](C)CO)C(=O)c2cc(NC(=O)C3CCCCC3)ccc2O[C@@H]1CN(C)Cc1ccncc1	7%	-26%	0%	-6%	9%	/	5	0	2%
CN(Cc1ccco1)S(=O)(=O)c1cc(F)ccc1CN1C(=O)c2cccnc2C1=O	-1%	-25%	-1%	-3%	1%	?	-3	1	-1%
O=C(CCNC(=O)c1ccccc1)NCC1CCCCC1	2%	-8%	3%	2%	-1%	2.0%	-6	-8	-1%
CC(C)CN1C(=O)c2ccc(NC(=O)c3ccccc3F)cc2C1=O	-2%	-11%	1%	3%	-1%	-2.6%	1	-10	18%
CCOc1ccc(S(=O)(=O)n2cc(F)c(=O)[nH]c2=O)cc1	?	-21%	1%	-4%	-1%	0.7%	6	-9	-3%[57.1 µM]
NS(=O)(=O)c1ccc(NC(=O)c2cc(Cl)sc2Cl)cc1	5%	-8%	5%	2%	-13%	-0.3%	2	-6	3%
CSc1ncc(C(=O)Nc2cccc(S(N)(=O)=O)c2)n1-c1ccccc1	13%	?	-3%	-1%	9%	-0.7%	2	-9	1%[0.457 µM]
COc1ccc(C(=O)Nc2ccccc2C(=O)Nc2ccc(C(=O)O)cc2)cc1	0%	-1%	1%	-1%	8%	0.6%	0	-15	-6%[57.1 µM]
O=C(NC(Cc1ccccc1)C(=O)O)c1ccc(S(=O)(=O)N2CCCC2)cc1 (configuration not stated)	1%	2%	0%	-4%	3%	-0.6%	-2	1	4%
O=C(O)c1ccc(S(=O)(=O)N2CCC(NC(=O)C3CCCCC3)CC2)cc1	5%	-17%	1%	-5%	1%	0.2%	-1	-1	8%[57.1 µM]
Cc1c(CNC2CCCCCC2)c(C(=O)O)c(C)n1Cc1ccc(F)cc1	5%	-9%	1%	-3%	1%	0.7%	1	-4	-1%
COC(=O)c1ccccc1NC(=O)CCNC(=O)Cn1cnc2ccccc2c1=O	2%	-7%	6%	-1%	5%	-1.1%	-4	-1	5%
CCN(C(=O)CN1CCOCC1)c1c(N)n(Cc2ccccc2)c(=O)[nH]c1=O	0%	-13%	-8%	-3%	5%	0.6%	2	-6	-4%
Nc1ccc(Br)cc1C(NCC(=O)O)c1ccccc1 (configuration not stated)	0%	-20%	1%	-3%	-2%	4.1%	6	-4	-3%[57.1 µM]
O=C(NCc1cccc(C(F)(F)F)c1)c1ccc2sc([C@@H]3O[C@H](CO)[C@H](O)[C@H](O)[C@H]3O)nc2c1	/	/	0%	-5%	/	/	-3	-4	/
CCn1c2ccc(C)cc2c2n[nH]c(=S)nc21	6%	3%	0%	-3%	6%	-0.1%	-2	-4	1%[57.1 µM]
COc1ccc(NC(=O)Cn2c(=O)c3cc(Cl)ccc3n3nncc23)cc1	1%	-3%	3%	4%	-7%	?	-7	-8	-4%
Cc1cccc(-n2c(C)nc3cc(C(=O)NCc4ccc5c(c4)OCO5)ccc32)c1	-3%	-18%	0%	-3%	-7%	0.7%	-3	-2	-10%
C[C@@H]1CCCCO[C@@H](CN(C)C(=O)Nc2ccc3c(c2)OCO3)[C@@H](C)CN([C@H](C)CO)C(=O)c2cc(N(C)C)ccc2O1	-1%	?	-3%	-2%	-3%	/	-5	7	/
CC(=O)c1c(C)[nH]c(C(=O)Nc2cc(S(=O)(=O)N3CCCCC3)ccc2C)c1C	4%	-11%	-24%	1%	1%	0.9%	-10	3	7%
CC(C)N1CCC(N2CCN(Cc3cc4c(cc3Cl)OCO4)CC2CCO)CC1 (configuration not stated)	1%	-15%	5%	-3%	-25%	-1.7%	0	1	8%[57.1 µM]
c1cc2c3c(cccc3c1)NN=N2	6%	-14%	1%	0%	8%	/	48	11	0%[11.4 µM]
O=C(NCc1ccc(F)cc1)c1ccc(N2CCc3ccccc32)c([N+](=O)[O-])c1	1%	-8%	1%	0%	12%	1.1%	-2	-6	4%[57.1 µM]
CN(C)C=Nc1nonc1-c1ccccc1	-8%	3%	0%	-1%	-21%	-0.2%	3	-1	-3%
C=CCn1c(N)c(S(=O)(=O)c2cccs2)c2nc3ccccc3nc21	0%	-14%	-8%	-3%	-7%	2.9%	1	6	352%[activator]
COC(=O)c1c(=O)n(O)c2ccc(OC)cc2[n+]1[O-]	4%	-8%	1%	-6%	7%	-0.4%	1	6	-16%
O=S(=O)(c1ccccc1)N1CCN(C(=S)NC2CCCC2)CC1	1%	-2%	-2%	-4%	-9%	-1.3%	2	-8	0%
COc1ccc(NC(=O)CN(c2ccccc2)S(=O)(=O)N(C)C)cc1Cl	-3%	-26%	-2%	-3%	-18%	-1.3%	1	-1	2%
Nc1nc(-c2ccccc2)cc(C(F)(F)F)n1	0%	-10%	3%	0%	-6%	0.5%	4	-4	3%
Cc1nnc(SCC(=O)Nc2cccc(Cl)c2)n1CC1CCCO1 (configuration not stated)	-1%	-11%	7%	-3%	2%	0.4%	2	-7	5%
O=c1[nH]cc(-c2ccccc2)c(=O)[nH]1	-4%	-20%	3%	-3%	3%	-0.1%	-2	-7	10%[57.1 µM]

An excerpt. The share of hits here may be higher or lower than overall.
